Compound activity (PubChem)
CCT modulator: High-Throughput Screening for Modulators of Cytosolic Chaperonin Activity; 360,000 compounds, 0.3% hits; purified chaperonin ATPase assay, HTRF ADP detection, 30 min; activity change, % (no concentration beside the values), hits read low; in the data active = activity change below about -30%; note: % is set by controls: 0 for no effect and ±100 for the full control effect
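First, chaperonin was dispensed at 40 nM or 20 nM final depending on batch activity. Next, compounds were pinned at 76 uM and ATP added at 10 uM. After 30 min at 37 °C, ADP detection reagents ran 30 min at ambient temperature.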
A549 tox: Nrf2 qHTS screen for inhibitors: counterscreen for cytotoxicity; A549 ARE-Fluc cells, CellTiter-Fluor viability, 18-24 h; 390,000 compounds, 0.16% hits; Potency, µM (titrated, usually from 46 µM), inactives show at the highest dose activity change, negative = cytotoxicity, hits mostly inhibitors; note: potency is the fitted concentration of half-maximal effect; % is set by controls: 0 for no effect and ±100 for the full control effect
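A549 ARE-Fluc cells in 5% FBS OPTI-MEM, 5000 cells/well, rested 2 h then exposed to compounds in concentration-response for 18-24 h at 37 °C. Viability by CellTiter-Fluor fluorescence (Ex 405/Em 525) after 30 min; luciferase luminescence (BugLite, 15 min, RT) read afterwards.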
TGFb SMAD3 inh: qHTS for Inhibitors of TGF-b | 410,000 compounds, 1.2% hits | Potency, µM (series often up to 46.1 µM), for the others: at the top dose activity, negative = inhibition, hits mostly inhibitors | HepG2 CAGA-GFP TGF-b/SMAD3 reporter, GFP fluorescence, 18 h; TGF-beta stimulated, 500 pg/mL final | AID 588855, 2011; note: potency is the fitted concentration of half-maximal effect; % is set by controls: 0 for no effect and ±100 for the full control effect; nearly all actives have a fitted effect of over 65% in size
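First, reporter cells (HEPG2 CAGA-GFP) rested 2 h at 37 degrees C. Next, compounds were pinned in and TGF-beta added to 500 pg/mL final. After 18 h, GFP was imaged per cell and summed per well.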
Akt phos inh: HTS Assay for Inhibitors of Akt Phophorylation: Primary Screen | AID 651550, 2012 | activity change, % for hits at 50 µM | Neuro2A IGF-stimulated pAkt S473 HTRF, 20 min; hits give low values | 360,000 compounds, 0.32% hits; in the data active = activity change below about -80%; inconclusive = mostly about -51% to -80%; note: % is set by controls: 0 for no effect and ±100 for the full control effect
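Single-point screen (50 µM final compound) in Neuro2A cells stimulated 20 min with 6 nM IGF at 37 deg C. After lysis, Ser473-phosphorylated Akt read by HTRF (ex 330 nm, em 615/665 nm) as the 665/615 ratio.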
S2 tox: Viability Counterscreen for Primary qHTS for Inhibitors of ATXN expression | S2 cells (HEK-293 line with an ATXN2-luciferase reporter) viability, CellTiter-Fluor protease fluorescence, 24 h | 400,000 compounds, 0.49% hits | Potency, µM (top dose mostly 56.7 µM), hits mostly cytotoxic | AID 651635, 2014; note: potency is the fitted concentration of half-maximal effect; nearly all actives have a fitted effect of over 40% in size
Nrf2 inh: Nrf2 qHTS screen for inhibitors; A549 ARE-Fluc reporter, luciferase luminescence, 18-24 h; 360,000 compounds, 2.1% hits; Potency, µM (top dose mostly 46 µM), without a hit: top-dose activity change, negative = inhibition, hits mostly inhibitors; AID 504444, 2011; note: potency is the fitted concentration of half-maximal effect; % is set by controls: 0 for no effect and ±100 for the full control effect; nearly all actives have a fitted effect of over 60% in size
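A549 ARE_Fluc cells, 5000/well, 5% FBS OPTI-MEM; compounds in dose-response, 18-24 h at 37 °C/5% CO2; CellTiter-Fluor viability read (Ex 405/Em 525), then BugLite luciferase luminescence = Nrf2 activity.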
HepG2 tox: qHTS for Inhibitors of TGF-b: Cytotox Counterscreen; HepG2 CAGA-GFP viability, ATP luminescence, 18 h; Potency, µM (titrated, usually from 46.1 µM), inactives show at the top dose activity change, negative = cytotoxicity, usual class: cytotoxic; 410,000 compounds, 0.76% hits; AID 588856, 2011; note: potency is the fitted concentration of half-maximal effect; some results filed as inactive show a strong effect at the top dose
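HepG2 CAGA-GFP cells (1000/well, DMEM with 1% FBS) received compound, then TGF-beta at 500 pg/mL final, and were incubated 18 hours at 37 degrees C. Viability was read by CellTiter-Glo luminescence. Media-only wells were set as complete cell-killing and DMSO as no toxicity.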
MmCpn inh: Inhibitors of TCP-1 ring complex (TRiC) of Methanococcus maripaludis (MmCpn): qHTS. Chaperonin Mm-Cpn (Methanococcus maripaludis). purified Mm-Cpn ATPase, ADP Transcreener TR-FRET. Potency, µM (titrated, usually from 76.9 µM), for the others: top-dose activity, negative = inhibition, actives largely listed as inhibitors. 330,000 compounds, 0.031% hits. AID 504842, 2011; note: potency is the fitted concentration of half-maximal effect; % is set by controls: 0 for no effect and ±100 for the full control effect; nearly all actives have a fitted effect of over 80% in size
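Eu-cryptate anti-ADP/ADP-d2 competition gives a ratio inversely related to ADP. Enzyme at 25 nM was pre-exposed to compound for 10 min, then given 10 uM ATP for 30 min, 37°C throughout.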
Nrf2 ARE act: qHTS of Nrf2 Activators; AREc32 ARE-luciferase reporter (MCF7-derived line), luminescence, 24 h; Potency, µM (titrated, usually from 46.1 µM), without a hit: top-dose activation, usual class: activators; 410,000 compounds, 0.31% hits; AID 624171, 2012; note: potency is the fitted concentration of half-maximal effect; % of control where 0% means no effect; nearly all actives have a fitted effect of over 65% in size
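ARE-driven firefly luciferase activity in AREc32 cells measured after a 24 hr compound exposure at 37 deg C, using Steady-Glo reagent and a 30 min room-temperature hold.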
Starred values were filed as active, the others as inactive; i = inactive; ? = inconclusive; . = not tested or not shown; & = joins results of further samples; [ ] = dose if it differs, or a comment. Unless noted, calls come from the whole dose curve; as a rule, active = well fitted curve in the direction sought with a large enough effect; inconclusive = small, poorly fitted or top-dose-only effect, or another doubt; inactive = no such curve, though single readings can be large; an effect the other way counts as inactive or inconclusive.

SMILES | CCT modulator | A549 tox | TGFb SMAD3 inh | Akt phos inh | S2 tox | Nrf2 inh | HepG2 tox | MmCpn inh | Nrf2 ARE act
Cc1cccc(CCNC(=O)C2CCC(=O)N(Cc3ccc(Cl)cc3)C2)n1 (stereo unspecified) | -1.1 | 3% | ? | i | i | -7% | -34% | 1% | -0.5%
COc1ccc(CCNC(=O)Nc2nnc([C@H]3C[C@H](O)[C@@H](CO)O3)s2)cc1OC | 0.7 | . | 12% | i | i | . | 3% | . | -0.5%
COCCCN1C(=O)C(CC(=O)NC(c2ccccc2)c2ccccc2)CC(C(=O)N2CCOCC2)=C1C (stereo unspecified) | -1.2 | . | -5% | i | i | . | 0% | . | -0.3%
COc1ccc(N2CCN(S(=O)(=O)c3csc(C(N)=O)c3)CC2)cc1 | . | 7% | 34%[activator] | . | . | ? | -1% | . | -1.0%
CCCCOc1ccc(Cc2c(O)nc(SC)[nH]c2=O)cc1 | 0.1 | 0% | -5% | i | ? | -3% | 2% | -1% | 0.4%
O=C(CSc1oc(-c2cccs2)nc1S(=O)(=O)c1ccccc1)Nc1ccc(F)cc1 | . | -1% | -4% | . | i | -5%[9.27 µM] | 1% | . | 9.6%
Cc1nc2oc3ccc(F)cc3c(=O)c2cc1C(=O)O | -2.3 | 11% | -11% | i | i | ? | -13% | -26% | 0.5%
COc1ccc(Nc2ccc3ccccc3c2)cc1 | 1.1 | 0% | -1% | i | i | ? | 15% | . | 4.4%
Cc1ccc(NC(=O)c2sc3nc4c(c(-c5ccco5)c3c2N)CCC4)cc1 | -0.2 | -12% | 38%[activator] | i | ? | 18µM* | -42% | -3% | -0.4%
CC(=O)c1ccc(S(=O)(=O)NCCC(=O)NCCc2c[nH]c3ccccc23)cc1 | -0.1 | 1% | 6% | i | i | 1% | -1% | -3% | 4.2%
O=C(O)CC1CCC(=C(Cl)Cl)C1 (stereo unspecified) | -2.9 | -2% | ? | i | ? | -1% | -70% | -1% | ?
COc1ccc(CNc2ncnc3nc[nH]c23)cc1 | . | -1% | 8% | . | . | 8% | -5% | . | .
COc1ccc(CN(C)C(=O)c2cccc(S(=O)(=O)N3CCc4ccccc43)c2)c(OC)c1 | -4.8 | -17% | ? | i | i | ? | -1% | -1% | 5.5%
Cc1cc2cc(C)c(NCCNC(=O)c3ccccc3)nc2cc1C | -2.0 | -1% | ? | i | i | -13% | -91% | -1% | 11%
O=C(N/N=C\c1ccc(CN(Cc2ccc(Cl)cc2)S(=O)(=O)c2ccccc2)o1)C(=O)Nc1ccc(F)cc1 | 1.6 | -4% | -2% | i | ? | 11% | -10% | 1% | 1.0%
O=C(Nc1ccccc1Cl)c1cc(C2CCCCN2C(=O)CCCc2ccccc2)on1 (stereo unspecified) | -0.4 | . | 6% | i | i | . | -27% | . | 5.8%
COc1cccc(N2CC(C(=O)NCc3n[nH]c(=O)c4ccccc34)CC2=O)c1 (stereo unspecified) | 1.8 | 5% | 23% | i | i | ? | -18% | 2% | 0.4%
Nc1nc(-c2ccc(C(=O)O)cc2)cs1 | -4.3 | 5% | 0% | i | i | 1% | 2% | -3% | 0.2%
COC(=O)/C=C1\NC(=O)C(C)S1 (stereo unspecified) | -2.7 | 4% | 0.56µM* | i | ? | 1% | -24% | 1% | -0.3%
Cn1cncc1COC(=O)c1ccc(Cl)cc1 | -2.7 | -1% | 0% | i | i | 14% | 1% | ? | -1.0%
CC(=O)N/C(=C\c1ccccc1)C(=O)OCC(=O)N1CCCCCC1 | 1.6 | 2% | 13% | i | i | -17% | -3% | 3% | 1.9%
O=S(=O)(/N=C(/Nc1cccc2ccccc12)c1ccccc1)c1ccccc1 | -0.3 | -3% | 6% | i | i | -5% | 3% | 1% | 4.6%
O=C(CN1C(=O)c2cccc3cccc1c23)NCC1CCCO1 (stereo unspecified) | 1.9 | ? | -7% | i | i | . | -5% | 0% | 2.5%
Cc1ccccc1N1CC(C(=O)N2CCCCCC2)CC1=O (stereo unspecified) | -1.1 | ? | -4% | i | i | 17% | 3% | 1% | -0.5%
CCOc1ccc(CN2C(=O)c3ccccc3Sc3ccc(C(=O)NCCCN4CCOCC4)cc32)cc1 | -3.3 | -16%&-5% | ? | i | i | -13%&5% | -33%&-60% | 3% | 2.2%&4.5%
CS(=O)(=O)c1ccc(C(=O)OCC(=O)N2CC(=O)Nc3ccccc32)cc1[N+](=O)[O-] | . | -8% | 0% | . | . | -2% | 2% | . | .
CCCNc1nc(Nc2ccc(C)c(Cl)c2)c2cnn(C)c2n1 | -0.9 | -12% | ? | i | i | ? | -34% | -13% | 6.6%
O=C(COc1ccc2c(-c3ccccc3)cc(=O)oc2c1)NCC1CCC(C(=O)O)CC1 (stereo unspecified) | 0.2 | -2% | -6% | i | i | ? | -13% | 1% | 0.3%
CC(=O)c1cc(NC(=O)c2ccc(C)cc2)c(=O)oc1C | -3.3 | -5% | ? | i | i | 8% | -17% | 2% | ?
COc1ccc(S(=O)(=O)N2CCCCCC2)cc1C(=O)N(C)Cc1cccs1 | 1.8 | 0% | 2% | i | i | -21% | 2% | 1% | -0.1%
Cc1ccnc2ccc(-c3nc4ccccc4o3)cc12 | -0.2 | -6%&8% | 18% | i | i | ? | -18% | 0% | ?
Cc1occc1C(=O)N/N=C/c1ccccn1 | -1.1 | -4% | 1% | i | i | 14% | -14% | -2% | -0.6%
Cc1cccc(C)c1NC(=O)CSc1nc(C2CC2)nc2ccccc12 | 0.0 | 1% | 0% | i | i | -4% | 9% | -1% | -0.8%
CCCN(CCC)C(=O)c1ccccc1C(=O)N(CCC)CCC | -0.7 | -4% | -9% | i | ? | 18% | -3% | -1% | -0.1%
O=C1OCc2ccc(NC(=O)c3c(F)cccc3Cl)cc21 | 0.4 | 0% | 18% | i | i | 10% | 3% | -8% | -0.6%
CCOC(=O)c1ccc(NC(=O)Nc2ccc3c4c(cccc24)C(=O)N3CC)cc1 | 0.1 | -17% | 15% | i | i | ? | -6% | 1% | -0.7%
COC(=O)c1cc(NC(=O)c2ccccc2F)cc(C(=O)OC)c1 | -0.6 | 0% | -4% | i | i | -3% | -9% | -10% | 0.5%
CCOc1ccc(C2C(C(N)=O)=C(C)Nc3nc(-c4cccc(Cl)c4)nn32)cc1OC (stereo unspecified) | . | 3% | -29% | . | i | -23% | -12% | . | 5.6%
COc1cc(C(=O)Nc2ccc(-n3cnnn3)c(C)c2)cc(OC)c1OC | -6.1 | 2%[1.84 µM] | 15% | i | i | -47% | -9% | 0% | -0.3%
COC(=O)C1=C(C)N(C)C(C)=C(C(=O)OC)C1c1ccc(F)c(Br)c1 | -2.0 | -1% | -2% | i | i | . | 7% | -1% | 0.5%
S=C(NCc1cccnc1)Nc1cc(Cl)cc(Cl)c1 | -3.8 | 5% | ? | i | i | 13% | -40% | 0% | 4.3%
CCOC(=O)N1CCN(C(=O)CN(c2cccc(OC)c2)S(C)(=O)=O)CC1 | -0.8 | 0% | 0% | i | ? | -4% | -12% | 0% | 0.1%
O=C(CCSCCc1ccccn1)Nc1ccccn1 | -2.4 | 1% | 0% | i | i | 1% | 1% | 1% | 3.2%
CCCCNC(=O)c1onc(CS(=O)(=O)c2ccccn2)c1C(=O)NCCCC | 1.0 | -6% | 11% | i | i | 13% | 4% | -20% | 2.6%
CCCC(=O)Nc1ccc2oc(-c3ccc(OC)c(Br)c3)nc2c1 | -3.1 | ? | ? | i | i | ? | -39% | -4% | -0.5%

TGFb SMAD3 inh: entries above that show a hit
SMILES	CCT modulator	TGFb SMAD3 inh	Akt phos inh	MmCpn inh	Nrf2 ARE act
COC(=O)/C=C1\NC(=O)C(C)S1 (stereo unspecified)	-2.7	0.56µM*	i	1%	-0.3%

(continued)
SMILES | CCT modulator | A549 tox | TGFb SMAD3 inh | Akt phos inh | S2 tox | Nrf2 inh | HepG2 tox | MmCpn inh | Nrf2 ARE act
COc1ccc(NC2=C(Cl)C(=O)N(CCc3ccccc3)C2=O)cc1 | -0.7 | -4% | 2% | i | i | 2% | -22% | -1% | ?
Cc1ccc2nc3c(cc(C(=O)NCCN4CCOCC4)c(=N)n3CCCN3CCOCC3)c(=O)n2c1 | 3.2 | -9% | 13% | i | i | 8% | -1% | -2% | 0.4%
COc1ccc(Cl)cc1NC(=O)c1[nH]c(C)c(C(C)=O)c1C | -0.9 | 13% | -8% | i | i | 5% | -7% | 1% | 11%
COc1cc(NC(=O)CCCN2C(=O)CCn3nc(-c4cn(C)c5ccccc45)cc32)cc(OC)c1 | . | 0% | ? | . | ? | . | -22% | . | 5.9%
CCOC(=O)c1cccc(NC(=O)c2ccc3nc(Cc4ccccc4)oc3c2)c1 | . | -5% | -35% | . | 0.79µM* | . | -34% | . | 1.2%
CCSc1ncc(/C=N/Nc2ccc(F)cc2)n1C | -1.7 | -11% | 4% | i | i | 35% | 3% | -1% | 4.7%
N#CCOC(=O)C1CCN(S(=O)(=O)c2ccc3c(c2)OCCO3)CC1 | 0.1 | 3% | ? | i | i | 25% | 0% | 1% | 0.1%
CN(C)S(=O)(=O)c1cccc(C(=O)OCC(=O)N2c3ccccc3NC(=O)C2(C)C)c1 | -1.1 | -1% | -16% | i | i | 5% | -12% | 1% | -0.7%
c1ccc2c(c1)OCC(CNc1ncnc3sccc13)O2 (stereo unspecified) | -3.7 | -5% | -24% | i | i | 1.5µM* | -42% | 0% | 5.6%
CC(C)(C)OC(=O)CNC(=O)c1nc[nH]c1C(=O)N1CCc2ccccc2C1 | -2.5 | 0% | 12% | i | i | -11% | 13% | -1% | 0.4%
